# ER stress death – ER stress cell death inhibition; CSM14.1 thapsigargin ER stress survival, ATP luminescence; relative survival (cellular ATP), % at 15 µg/mL (by protocol); actives 0.33% (n = 48,000);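 active = survival measured by cellular ATP above 50% at 15 µg/ml in the first screen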;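 note: cell death triggered by about 15 µM thapsigargin; ATP read 24 h after thapsigargin was added; plate controls were thapsigargin with DMSO for no effect and DMSO without thapsigargin for full effect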
# * marks the source's active call; other numbers are inactive results; & = joins results of further samples. Only part of the results is shown; the hit share may differ from the screen's.
SMILES,ER stress death
CC1CC2(C)CC(C)C1(COC(=O)Nc1ccccc1)CO2 (stereo not drawn),16
COc1ccc(C(=O)NNC(=O)c2cccc(C)c2O)cc1OC,11
CCOc1cccc(=O)c2c(C)[nH]c(C)c12,4
COc1ccc(/C=C2/NC(=S)NC2=O)cc1OCc1ccc(Cl)cc1Cl,4
CCOc1cccc(C2C(C(=O)Nc3ccccc3OC)=C(C)NC3=C2C(=O)CCC3)c1 (stereo not drawn),2
O=C(NCC1CCCO1)c1ccc(Cl)c(Cl)c1 (stereo not drawn),0
O=C(COc1ccc(Cl)cc1)NNC(=O)Cc1cccc2ccccc12,2
CCOc1ccc(C(=O)Nc2ccc3c4c(cccc24)CC3)cc1[N+](=O)[O-],2
CCCC(=O)Nc1cccc(-c2nc3ccccc3s2)c1,-2
CCCCNC(=O)c1ccc(N2CCCCC2)c([N+](=O)[O-])c1,0
CCOC(=O)N1CCN(C(=O)Nc2ccc3nc4c5ccccc5c5ccccc5c4nc3c2)CC1,-2
O=C(Nc1ccccc1C(=O)NCc1ccco1)c1ccco1,-2
COc1cc(/C=C2\SC(=S)N(C)C2=O)ccc1OC(=O)c1ccc(Cl)cc1,4
COc1cc(/C=N/Nc2ncc(C)c(=O)[nH]2)cc(OC)c1O,4
O=C(Nc1cccc2ccccc12)/C(=C\c1cccc([N+](=O)[O-])c1)NC(=O)c1cccs1,2

# Six compounds already listed, sorted by heavy-atom count, highest first:
SMILES,ER stress death
CCOC(=O)N1CCN(C(=O)Nc2ccc3nc4c5ccccc5c5ccccc5c4nc3c2)CC1,-2
CCOc1cccc(C2C(C(=O)Nc3ccccc3OC)=C(C)NC3=C2C(=O)CCC3)c1 (stereo not drawn),2
O=C(COc1ccc(Cl)cc1)NNC(=O)Cc1cccc2ccccc12,2
CCCCNC(=O)c1ccc(N2CCCCC2)c([N+](=O)[O-])c1,0
O=C(NCC1CCCO1)c1ccc(Cl)c(Cl)c1 (stereo not drawn),0
CCOc1cccc(=O)c2c(C)[nH]c(C)c12,4

# Random excerpt: five compounds from above
SMILES,ER stress death
CCOC(=O)N1CCN(C(=O)Nc2ccc3nc4c5ccccc5c5ccccc5c4nc3c2)CC1,-2
COc1ccc(C(=O)NNC(=O)c2cccc(C)c2O)cc1OC,11
COc1cc(/C=C2\SC(=S)N(C)C2=O)ccc1OC(=O)c1ccc(Cl)cc1,4
O=C(COc1ccc(Cl)cc1)NNC(=O)Cc1cccc2ccccc12,2
CCCCNC(=O)c1ccc(N2CCCCC2)c([N+](=O)[O-])c1,0

# Next section:
SMILES,ER stress death
CC(=O)c1cccc(NC(=O)c2ccc(Br)c(S(=O)(=O)N3CCCCC3)c2)c1,-5
COc1ccc(-c2nnc(-c3cccc(C)c3)o2)cc1,-2
CCOC(=O)C1=C(C)NC2=C(C(=O)c3ccccc32)C1c1ccc(OCc2ccccc2)cc1 (stereo not drawn),1
O=c1c2ccccc2nc2n1CCCN2,-3
CCOC(=O)c1c(NC(=O)c2cc(OC)cc(OC)c2)sc(C)c1CC,9
O=C(C(Sc1ccccc1)c1ccccc1)N1CCN(c2ccc(F)cc2)CC1 (stereo not drawn),1
CC(=O)Oc1cc(C(=O)Nc2ccccc2C(=O)O)cc(C(=O)Nc2ccccc2C(=O)O)c1,7
O=C1c2ccc(-c3nc4ccccc4o3)cc2C(=O)N1c1cccc(-c2nc3ccccc3o2)c1,4
Cc1ccc(N2C(=O)NC(=O)/C(=C/c3cccc(C(F)(F)F)c3)C2=O)cc1,10
CC1(C)CC2(C=CC(=O)C=C2)C(SCc2ccccc2)=N1,-3
O=C(NCCCc1ccccc1)C1(c2ccccc2)CCCC1,-4
CN(C)CCCNC(=O)c1ccc2sc3cc(=O)c(N)cc-3nc2c1,-6
S=C(Nc1ccccc1)Nc1ccc(Cl)cc1,3
O=C(NCCCNC(=O)c1cccc(F)c1)c1cccc(F)c1,10
CC(=O)CC(=O)Nc1cccc(Br)c1,26

# Entries from the list above with four or more nitrogen atoms, in the order listed:
SMILES,ER stress death
CCOC(=O)N1CCN(C(=O)Nc2ccc3nc4c5ccccc5c5ccccc5c4nc3c2)CC1,-2
COc1cc(/C=N/Nc2ncc(C)c(=O)[nH]2)cc(OC)c1O,4
CN(C)CCCNC(=O)c1ccc2sc3cc(=O)c(N)cc-3nc2c1,-6

# (listing goes on)
SMILES,ER stress death
Cc1ccc(C(=O)Nc2nc(-c3ccc4c(c3)Cc3ccccc3-4)cs2)cc1,8
CN1C(=O)C(=Cc2cccc(Br)c2)C(=O)N(C)C1=O,-6
CC(C)N1C(=O)/C(=C\c2ccco2)SC1=S,10
CCc1cc2c(-c3ccccc3)cc(=O)oc2cc1OC(C)=O,7
COc1ccc(OC)c(NS(=O)(=O)c2cccc([N+](=O)[O-])c2)c1,2
COc1ccc2oc(-c3ccc(Cl)cc3)cc(=O)c2c1,2
COc1ccc(-c2nnc(NC(=O)c3ccc(Cl)cc3)s2)cc1,2
O=C(NC(=S)Nc1cccc2ccccc12)c1cc2ccccc2oc1=O,15
Cc1cc(C)c2oc(-c3ccc(NC(=O)Cc4ccccc4)cc3O)nc2c1,1
O=C(O)c1ccc(-c2c(Cl)cc([N+](=O)[O-])cc2Cl)o1,14
O=[N+]([O-])c1ccc(/C=N\Nc2ccccc2[N+](=O)[O-])o1,6
CCOc1ccc(C(=O)Nc2cccc(-c3nc4cc(CC)ccc4o3)c2)cc1[N+](=O)[O-],0
Cc1ccc(OCC(=O)Nc2cccnc2)cc1C,-3
O=C(COc1ccc([N+](=O)[O-])cc1)Nc1ccccn1,2
CC(=O)NC(NC(=S)Nc1cccc(Cl)c1)C(Cl)(Cl)Cl (stereo not drawn),-4

# Of the compounds above, these have a thiophene ring, fused or not:
SMILES,ER stress death
O=C(Nc1cccc2ccccc12)/C(=C\c1cccc([N+](=O)[O-])c1)NC(=O)c1cccs1,2
CCOC(=O)c1c(NC(=O)c2cc(OC)cc(OC)c2)sc(C)c1CC,9

# More results follow.
SMILES,ER stress death
O=C(c1ccc(F)cc1)N1CCN(CCCc2ccccc2)CC1,27
CC(C)(O)C#CC(O)c1ccccc1F (stereo not drawn),9
COC(=O)c1ccc(N2C(=O)C3C4C=CC(C4=C(c4ccccc4)c4ccccc4)C3C2=O)cc1 (stereo not drawn),6
O=C(/C=C/c1ccccc1Cl)Nc1ccc(S(=O)(=O)N2CCOCC2)cc1,1
CCc1ccc(S(=O)(=O)Nc2cc(Br)c(O)c3ccccc23)cc1,-8
CCOC(=O)c1cocc1C(=O)Nc1ccccc1C(=O)O,4
C=CCN1C(=O)/C(=C\c2cn(C)c3ccccc23)SC1=S,5
C(=N\Nc1nnc2c(n1)[nH]c1ccccc12)/c1c[nH]c2ccccc12,8
O=C1NCc2ccccc2-c2ccccc21,6
Cc1cc(C)c(S(=O)(=O)NCCN2CCOCC2)c(C)c1,-1
CC(=O)c1ccc(NC(=S)NC(NC(=O)c2ccc(C)cc2)C(Cl)(Cl)Cl)cc1 (stereo not drawn),0
O=C1C(=Cc2cc([N+](=O)[O-])ccc2O)C(=O)c2ccccc21,-1
CCOC(=O)c1c(-c2ccccc2)oc2cc(Br)c(OC(=O)CC)cc12,4
Cc1ccc(C(O)(CN(Cc2ccccc2)C(=O)c2ccccc2)c2ccccc2)cc1 (stereo not drawn),8
CC1=C(C(=O)OCc2ccccc2)C(c2ccc(F)c(F)c2)C2=C(CC(C)(C)CC2=O)N1 (stereo not drawn),2
COc1ccc(OC)c(N2C(=O)NC(=O)/C(=C/C=C/c3ccccc3)C2=O)c1,-3
CCN(CC)S(=O)(=O)c1ccc(Cl)c(C(=O)Nc2ccccn2)c1,11
COc1cccc(NC(=O)C(=O)N/N=C/c2ccc3c(c2)OCO3)c1,10
O=C1NC(=Nc2cccnc2)S/C1=C\c1cccc(F)c1,10
O=C(O)CC(NS(=O)(=O)c1cc(Cl)ccc1Cl)c1ccccc1 (stereo not drawn),-14
CC(=O)C(C)Oc1cc2oc(=O)cc(-c3ccccc3)c2cc1Cl (stereo not drawn),12
Cc1ccccc1C(=O)Nc1ccc(C(=O)Nc2nccs2)cc1,0
COc1cc(C(=O)Nc2nc3ccc(Br)cc3s2)cc(OC)c1OC,-4
C#CCOC(=O)C(C=C=C)(C(=O)OCC)C(F)(F)F (stereo not drawn),6
CC(=O)Nc1nc2c(s1)C(=O)CCC2,-5
C=CCN(c1ccccc1C(=O)O)S(=O)(=O)/C=C/c1ccccc1,7
COc1cccc(OC)c1C(=O)NCc1ccc(C)cc1,11
CN1CCN(/N=C/c2ccc(-c3ccc([N+](=O)[O-])cc3Cl)o2)CC1,-6
O=C(Nc1cccc(Br)c1)c1ccn(C(=O)c2ccc(Cl)cc2)n1,0
CN(C)c1ccc(NC(=O)C(=O)NCCOc2ccccc2)cc1,8
Cc1cc(C)nc(SCC(=O)Nc2ccccc2Oc2ccccc2)n1,1
C=CCc1cccc(/C=N/NC(=O)c2cccc(N3CCCC3=O)c2)c1O,0
COc1cc(/C=C2\SC(=S)N(Cc3ccccc3)C2=O)ccc1OC(=O)c1ccc(Cl)cc1,12
COc1ccc(N2C=Nc3ccc(C)c4nc(C)cc2c34)cc1,27
O=C(NCc1ccccn1)C(=O)Nc1ccc(Br)cc1,5
O=C(c1ccc(Cl)c(Cl)c1)N1CCOCC1,9
Cc1ccc(N(CC(=O)NCCCC(C)(C)C2OCCO2)S(=O)(=O)c2ccc(F)cc2)cc1,20
O=C(O)c1ccc(NC(=O)c2cc(NC(=O)c3ccc(C(=O)O)cc3)cc(C(=O)Nc3ccc([N+](=O)[O-])cc3)c2)cc1,1
CCn1c(=N)n(CC(=O)c2cc(C(C)(C)C)c(O)c(C(C)(C)C)c2)c2ccccc21,-8
CC(C)CNC(=O)c1ccccc1NC(=O)C(c1ccccc1)c1ccccc1,1
CC(=O)Oc1ccc(-c2cccc(C(=O)N3CCOCC3)c2)cc1,-1
Cc1ccc(-c2nc3cc(Cl)ccc3o2)cc1NC(=O)c1cccc(Cl)c1Cl,5
Cc1ccc(S(=O)(=O)N2CCN(Cc3ccccc3)CC2)cc1[N+](=O)[O-],-2
Nc1nc2ccccc2n1CCOc1ccc2ccccc2c1,-6
CC1CCCCN1S(=O)(=O)c1ccccc1[N+](=O)[O-] (stereo not drawn),2
COc1ccc(C(=O)NCc2cccnc2)c(OC)c1,14
CNC(=S)NCC12CC3CC(CC(C3)C1)C2,-5
CCOC(=O)/C=C(\C)Nc1cc(-c2ccc(Cl)cc2)[nH]n1,-2
Cc1ccc(C)c(NC(=O)C(=O)NCc2ccccc2Cl)c1,-2
Cc1ccc(NC(=O)c2ccc3nc4ccccc4nc3c2)cc1,-3
Ic1ccc(OCCCCCCN2CCCC2)cc1,-25
N/C(=N\S(=O)(=O)c1ccccc1)c1ccccc1,2&12
CCOc1c(Br)cc(Br)cc1/C=C1\SC(=S)NC1=O,9
O=C(NCCCN1CCOCC1)/C(=C/c1cccs1)NC(=O)c1ccccc1,4
CCOC(=O)C1CCN(CN2C(=O)C(=O)c3ccccc32)CC1,-2
O=c1[nH]c(/C=C/c2ccc(N3CCOCC3)c([N+](=O)[O-])c2)c([N+](=O)[O-])c(=O)[nH]1,9
O=C1CC(c2ccccc2)CC2=C1C(c1cccs1)Nc1ccc(C(=O)c3ccccc3)cc1N2 (stereo not drawn),1
O=C(NCc1ccccc1)c1ccc(OC2CSC2)cc1,-5
Cn1c(-c2ccccc2)cc(O)c(C(=N)c2ccccc2)c1=O,4
CCOC(=O)c1c(-c2ccccc2)oc2ccc(OC(=O)c3ccc(OC)c(OC)c3)cc12,3
# Later entries
SMILES,ER stress death
COc1ccc(C(C)NC(=O)c2ccc(Br)cc2)cc1 (stereo not drawn),10
N/C(=N\N=C\c1ccc(O)c(O)c1)c1nonc1N,1
COC(=O)C1=C(C)N(C)C(=O)NC1c1cc2c(cc1[N+](=O)[O-])OCO2 (stereo not drawn),6
CCOC(=O)Nc1nc2ccc(S(C)(=O)=O)cc2s1,5
CCOC(=O)N1CCN(C(=O)c2ccc(C#Cc3ccccc3)cc2)CC1,10
CN(C)c1ccc(/C=N/NC(=O)c2ccc(O)cc2O)cc1Br,-14
O=c1oc2c3c4c(cc2cc1CCO)CCCN4CCC3,4
CCOc1ccccc1N(CC(=O)NCCCOC)S(=O)(=O)c1ccccc1,-2
FC(F)(F)Oc1ccc(N=Cc2c[nH]c3ccccc23)cc1,18
CC(=O)Nc1ccccc1NC(=O)c1ccc(C)c([N+](=O)[O-])c1,7
CCOC(=O)c1c(-c2ccccc2)oc2ccc(OCC(=O)C(C)(C)C)cc12,2
CC(=O)Nc1cccc(NC(=O)c2cc(Cl)ccc2Cl)c1,10
COc1ccc(N2C(=O)c3ccccc3NC2c2ccccc2)cc1 (stereo not drawn),-2
CCOc1ccc(N(CC(=O)NC)S(C)(=O)=O)cc1,9
CCOc1ccc(/C=C2/SC(=O)N(CN3CCCCC3)C2=O)cc1,3
N=Cc1c(O)n(-c2c(Cl)cccc2Cl)c2ccc([N+](=O)[O-])cc12,-6
O=C(Cc1ccc([N+](=O)[O-])cc1)N1c2ccccc2Sc2ccccc21,8
O=c1c(O)c(-c2ccc3c(c2)OCO3)oc2ccccc12,2
CS(=O)(=O)N(CC(=O)Nc1cccc(C(F)(F)F)c1)c1ccc(Br)cc1,-2
O=C(NC1=NCCS1)C1CC2CCC1C2 (stereo not drawn),2
CCOc1cc(C=O)ccc1OCCOc1ccc(C)cc1,-2
Cc1oc2c(CN3CC4(C)CC3CC(C)(C)C4)c(O)ccc2c(=O)c1-c1nc2ccccc2s1 (stereo not drawn),-1
O=C1/C(=C\c2ccccc2)SC(=S)N1NS(=O)(=O)c1ccccc1,2
O=C(NCc1cccnc1)/C(=C/c1cccc(Oc2ccccc2)c1)NC(=O)c1ccccc1,6
COc1ccc(NC(=O)c2ccc(C)c([N+](=O)[O-])c2)cc1,6
Cc1ccc(N(CCCCN2C(=O)c3ccccc3C2=O)C(=O)c2ccc(Cl)s2)cc1,1
O=c1/c(=C/c2ccc(Oc3ccc(C(F)(F)F)cc3[N+](=O)[O-])c(Cl)c2)sc2nc3ccccc3n12,9
NC(=O)c1c(NC(=O)c2ccc([N+](=O)[O-])s2)sc2c1CCCC2,4
CCOC(=O)c1ccc(-n2c(C)cc(/C=C3\SC(=O)NC3=O)c2C)cc1,3
